LMNA splice mod: modulators of lamin A splicing. HeLa LMNA splicing GFP/RFP minigene ratio, 48 h. Potency, µM (highest dose often 46.1 µM), inactives show at the top dose ratio change, negative = inhibition, hits mostly inhibitors. 0.01% of 200,000 active; active = well fitted inhibition curve with a large enough effect in the signal ratio, with a control signal flat, not every such curve was filed as active; inconclusive = small, poorly fitted or top-dose-only effect, or effect the other way, or a change in a side signal; the % refers to the signal ratio; note: potency is the fitted concentration of half-maximal effect; % is set by controls: 0 for no effect and ±100 for the full control effect
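S3 HeLa stable clones carrying a lamin A-EGFP splicing minigene plus DsRed2 were seeded at 600 cells/well in Opti-MEM with 2% FBS, pin-dosed and incubated 48 h at 37°C. Acumen cytometry (488 nm) gave the GFP/RFP total-intensity ratio.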
CBFb RUNX1 block: blocks binding between human CBF-beta and RUNX1; AlphaScreen CBFb-His/RUNX1-biotin binding, biochemical; 230,000 tested, under 10 active; Potency, µM (highest dose often 59.8 µM), without a hit: top-dose activity, negative = inhibition, most hits filed as inhibitors; AID 1477; Q01196+Q13951; note: % of control where 0% means no effect
Target sequence (Q01196 whole entry, looked up): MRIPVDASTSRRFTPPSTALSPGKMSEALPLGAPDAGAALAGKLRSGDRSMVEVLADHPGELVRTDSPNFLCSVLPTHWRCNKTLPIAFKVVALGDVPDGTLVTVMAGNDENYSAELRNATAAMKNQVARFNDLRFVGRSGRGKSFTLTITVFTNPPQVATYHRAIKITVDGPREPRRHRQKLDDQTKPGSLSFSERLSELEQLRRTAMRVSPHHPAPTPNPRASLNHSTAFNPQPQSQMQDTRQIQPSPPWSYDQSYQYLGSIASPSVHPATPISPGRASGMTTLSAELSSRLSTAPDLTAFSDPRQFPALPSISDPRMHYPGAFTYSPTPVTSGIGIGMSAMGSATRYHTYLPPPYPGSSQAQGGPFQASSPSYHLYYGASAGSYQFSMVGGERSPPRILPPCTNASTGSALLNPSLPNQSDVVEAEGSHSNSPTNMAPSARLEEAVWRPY
Target sequence (Q13951 whole entry, looked up): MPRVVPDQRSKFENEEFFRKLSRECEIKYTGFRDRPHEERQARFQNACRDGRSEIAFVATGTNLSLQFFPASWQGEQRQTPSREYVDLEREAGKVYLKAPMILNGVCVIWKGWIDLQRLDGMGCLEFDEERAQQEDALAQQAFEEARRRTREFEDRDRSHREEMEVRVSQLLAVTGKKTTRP
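AlphaScreen proximity signal reports loss of binding between His-tagged CBF-beta and biotin-labelled RUNX1, each at 30 nM. Proteins are pre-associated for 20 minutes, compounds added for 15 minutes, then beads for 90 minutes, all at ambient temperature.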
IMPase Li cell: membrane-permeable IMPase blocker, potentiated with lithium; CHO-M1 cells, IP1 TR-FRET (IP-One), carbachol + lithium; Potency, µM (titrated, usually from 59.4 µM), for inactives: top-dose activity, negative = IMPase inhibition, most hits filed as inhibitors; 0.35% of 210,000 active; AID 1457;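 note: IP1 builds up when IMPase is blocked and the TR-FRET signal falls; potency is the fitted concentration of half-maximal effect; plate controls were basal vehicle for no effect and high inhibitor control for full effect; nearly all actives have a fitted effect of over 50% in size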
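CHO-M1, 2000 cells/well, 16–30 h culture; cpd + low Li+, 30 min 37C; lysis with d2-IP1/Eu-anti-IP1 Ab, 10 min RT; TR-FRET 665/620 ratio and 620 channel; AC50 via Hill.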
SMN2 splice enh: SMN2 splice variant enhancement | Potency, µM (titrated, usually from 46.1 µM), for the others: at the highest dose activity change, positive = activation, hits mostly activators | AID 1458 | 2.8% of 210,000 active | HEK293 SMN2-luciferase splicing reporter, luminescence, 30-36 h; note: potency is the fitted concentration of half-maximal effect; % of control where 0% means no effect; nearly all actives have a fitted effect of over 55% in size
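HEK293 cells carry an SMN2 […]–luciferase reporter in which exon 7 inclusion puts luciferase in frame. Cells were plated 10-12 h before compound addition, then incubated 30-36 h at 37C. ONE-Glo luminescence was read; sodium butyrate at 4.5 mM final served as control.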
HTT aggregate: inhibitors of mutant huntingtin aggregate formation in PC12 cells | Potency, µM (top dose mostly 46.1 µM), without a hit: top-dose activity change, negative = inhibition, usual class: inhibitors | 1.1% of 220,000 active | AID 1688 | PC12 HttQ103-GFP aggregates, Acumen cytometry, 40 h; note: potency is the fitted concentration of half-maximal effect; % is set by controls: 0 for no effect and ±100 for the full control effect; nearly all actives have a fitted effect of over 60% in size
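PC12/HTTQ103-GFP, ecdysone-inducible; teb 100 nM; cpd qHTS titration; GFP aggregates read on laser cytometer, Ex 488/Em 500-530 nm.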
HTT ATP protect: Huntington cell model cytoprotection by ATP luminescence | PC12 HTT-Q103 induced, cytoprotection, ATP luminescence, 40 h | Potency, µM (doses to about 56.4 µM), for inactives: cytoprotection (ATP increase), most hits filed as activators | 0.14% of 230,000 active;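 note: potency is the fitted concentration of half-maximal effect; % of control where 0% means no effect; nearly all actives have a fitted effect of over 45% in size; toxic huntingtin expression switched on by the ecdysone agonist tebufenozide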
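Quantitative HTS on tebufenozide-induced (100 nM) PC12 cells expressing HTTQ103 exon 1–GFP; compounds tested as a concentration series; survival measured via cellular ATP.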
Luc counter: counter-screen: inhibitors of Kinase-Glo firefly luciferase. Q27757. AID 1379. 0.28% of 200,000 active. Kinase-Glo luciferase, ATP luminescence, 8 min. Potency, µM (series often up to 38.3 µM), inactives show at the top dose activity change, negative = inhibition, hits mostly inhibitors; note: potency is the fitted concentration of half-maximal effect; % is set by controls: 0 for no effect and ±100 for the full control effect; nearly all actives have a fitted effect of over 60% in size
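Compound is pinned into ATP-containing buffer (10 uM ATP, imidazole pH 7.2, 7 mM MgCl2). Kinase-Glo luciferase reagent is then added. Light output is recorded following an 8-min room-temperature incubation.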
Numbers without * were called inactive; u = inconclusive; x = not tested or not shown; & = joins results of further samples; ! = not confirmed by another sample; [ ] = another dose, or the depositor's remark. Unless noted, calls come from the whole dose curve; as a rule, active = well fitted curve in the direction sought with a large enough effect; inconclusive = small, poorly fitted or top-dose-only effect, or another doubt; inactive = no such curve, though single readings can be large; an effect the other way counts as inactive or inconclusive.

Value order: IMPase Li cell	Luc counter	HTT ATP protect	SMN2 splice enh	HTT aggregate	LMNA splice mod	CBFb RUNX1 block
CCOC(=O)N1CCN(c2cc(C)nc3nc(C)nn23)CC1
 : 4%	-2%	10%[10 µM]	-3%	-30%	-10%	-1%
CC1=CC(C)(C)NC(=S)N1NC(=O)c1ccccc1Cl
 : x	x	-16%[10 µM]	x	-29%[9.22 µM]	x	2%
COc1ccc(Nc2ccc(S(=O)(=O)N3CCCCCC3)cc2[N+](=O)[O-])cc1
 : 14%	-1%	8%[10 µM]	-66%[inhibitor]	-16%	u	x
COc1ccc(CN(C(=O)CN2C(=O)C(C)Oc3ccccc32)C2CCCC2)c(OC)c1 (configuration not stated)
 : 53%[activator][38.3 µM]	5%	-10%	-3%	-10%	1%	-1%
COc1cc(/C=C2/C(=O)NN(c3cccc(F)c3)C2=O)ccc1OC(=O)c1ccco1
 : 13%	-1%	7%[10 µM]	-13%	8%	-11%	-3%
COc1ccccc1CC(=O)Nc1ccc(O)cc1C(=O)O
 : 24%[38.3 µM]	4%	25%	x	7%	-9%	2%
COC(=O)[C@@H](N)Cc1ccc(O)c(O)c1
 : 6%	-8%	-144%[inhibitor]	-12%	23%	u	1%
COc1ccc(C2N3CC4(C)CN2CC(C)(C3)C4=O)cc1OC (configuration not stated)
 : -4%[38.3 µM]	1%	-21%	-1%	9%	4%	2%
S=C(NCCN1CCOCC1)Nc1ccc(Br)cc1
 : -4%	1%	17%[0.074 µM]	33%	19%	-3%	5%
FC(F)(F)c1cccc(-c2nnc(-c3ccccc3)c(N3CCOCC3)n2)c1
 : 6%[38.3 µM]	-2%	-43%[inhibitor]	-18%	-18%	11%	-4%
O=C(c1cccc(S(=O)(=O)NCc2ccccc2)c1)N1CCCC1
 : 3%	1%	-14%	1%	-1%	x	-8%
O=C(NCCc1ccncc1)Nc1ccc(F)cc1
 : x	x	-2%[10 µM]	x	-4%[9.22 µM]	x	1%
N#Cc1ccc(C(=O)Nc2cccc3ncccc23)c(F)c1
 : -5%	4%	x	-11%	29%	7%	-3%
Cc1ccc(CN(C#N)c2nc(C)cc(C)n2)cc1
 : -4%[38.3 µM]	-2%	-18%	-4%	-7%	12%	9%
CC(C)(C)C1=Nn2c(nnc2-c2ccccn2)SC1
 : 16%[38.3 µM]	3%	11%	-9%	16%	0%	-12%
O=C(Nc1ccc(Cl)cc1Cl)c1ccc(-c2ccccc2)cc1
 : u	4%	13%[10 µM]	-6%	9%	15%	3%
COCCCNc1nc2c(-c3ccc(Cl)cc3)nnn2c2ccccc12
 : -1%	-3%	x	-5%	3%	3%	8%[2.36 µM]
O=C(NCCN1CCOCC1)C(=O)NCC1OCCN1C(=O)c1ccc(Cl)cc1 (configuration not stated)
 : 4%	1%	x	-9%	15%	-7%	2%[2.36 µM]
Cc1ccc(-n2c(C)cc(C3N=C(N)Nc4nc5ccccc5n43)c2C)c(C)c1 (configuration not stated)
 : 41%[activator][38.3 µM]	-2%	-22%[10 µM]	-14%	-6%	-10%	-14%
CCOC(=O)N1CCN(C(=O)C2c3cc(OC)c(OC)cc3C(=O)N3CCc4ccccc4C23)CC1 (configuration not stated)
 : 10%[38.3 µM]	2%	0%[10 µM]	6%	0%	15%	4%
O=C(O)/C(=C\c1cn(-c2ccccc2)nc1-c1ccc(Cl)cc1)NC(=O)c1ccccc1
 : x	x	26%[10 µM]	x	22%[9.22 µM]	x	2%
NC(=NC(=O)c1ccc(OC(F)(F)F)cc1)c1ccc(C(F)(F)F)cn1
 : x	x	11%[10 µM]	x	5%[9.22 µM]	x	7%
CCOc1ccc(Oc2c(/C=N/NC(N)=O)c(C)nn2-c2ccccc2)cc1
 : 22%	1%	u	-23%	u	-9%	-14%
O=C(Nc1ccccc1)NC1(C(=O)NCc2cccs2)CCCCC1
 : 11%[38.3 µM]	3%	5%[10 µM]	2%	13%	-6%	13%
CC(=O)Nc1c(O)nc(SCC(=O)Nc2c(C)cccc2C)[nH]c1=O
 : -4%[38.3 µM]	14%	2%[10 µM]	6%	-10%	4%	-1%
O=C(N/N=C/c1ccc(N2CCOCC2)cc1)C1CC1
 : -3%	-1%	-37%[inhibitor]	22%	9%	-11%[46 µM]	-11%
O=C(O)CCN1C(=O)c2ccc(Oc3ccc4c(c3)C(=O)N(CCC(=O)O)C4=O)cc2C1=O
 : -2%[38.3 µM]	-3%	-10%	2%	21%	0%	0%
Cc1ccc(NC(=O)CS(=O)CC(=O)Nc2cccc(C)c2C)cc1F (configuration not stated)
 : 3%[38.3 µM]	1%	-23%[10 µM]	-7%	11%	8%	1%
CSc1ccccc1NC(=O)CN(c1ccccc1Br)S(C)(=O)=O
 : -2%	-1%	6%[10 µM]	5%	-5%	4%	3%
CCC(=O)N1CCN(c2ccc(NC(=O)c3ccc4c(c3)OCCO4)cc2)CC1
 : 0%	-3%	-36%[inhibitor]	2%	-13%	x	-22%
CCc1ccc(/C=N/NC(=O)C(=O)NCCCN2CCOCC2)cc1
 : 4%	-3%	10%[10 µM]	-10%	10%	10%	5%
O=C(c1cnn(C(=O)c2cccc(S(=O)(=O)N3CCOCC3)c2)c1)c1cc(Cl)cc(Cl)c1O
 : x	x	-10%[10 µM]	x	10%[9.22 µM]	u	1%
COc1cc(/C=C/C(=O)O)cc(S(=O)(=O)NC2CCCC2)c1OC
 : x	x	-1%[10 µM]	x	-5%[9.22 µM]	x	10%
COc1ccc(C(=O)Nc2ccc(C(=O)Nc3nccs3)cc2)cc1[N+](=O)[O-]
 : -4%	3%	-3%[10 µM]	12%	-11%	-11%	0%
CCOC(=O)c1cc(-c2cc3ccccc3o2)nc2c1c(=O)[nH]c(=O)n2CCOC
 : 10µM*	9%	-20%	3%	26%	3%	3%
COc1ccc(NC(=O)c2cc(S(=O)(=O)N(C)C)ccc2N2CCCC2)cc1Cl
 : 5%	-1%	12%[10 µM]	11%	0%	u	6%
CCOC(=O)CNC(=O)C(Cc1ccccc1)NC(=O)OCc1ccccc1 (configuration not stated)
 : 9%	1%	-21%	14%	18%	-17%[46 µM]	-7%
CCC(C)Nc1nc(OC)nc(N(C)C#N)n1 (configuration not stated)
 : -4%[38.3 µM]	-3%	4%	7%	4%	-5%	5%
O=C(C1Cc2ccccc2CN1S(=O)(=O)c1cccs1)N1CCCCC1 (configuration not stated)
 : 19%[38.3 µM]	5%	1%	x	-11%	1%	1%
CCOC(=O)N/N=C/c1ccc(N(CC)CC)cc1O
 : 1%	-1%	x	u	-31%	u	-7%
OCCOCCn1c(-c2ccccc2)nc(=S)c2c1CCCC2
 : -32%[38.3 µM]	-3%	-19%	11%	13%	9%	2%
COc1ccc(C(=O)N2CCC3(CC2)CCN(C(c2ccccc2)c2ccccc2)CC3)cc1
 : 4%	1%	13%	-5%	x	x	x
COc1ccccc1NC(=O)Cn1nnc2sc3c(c2c1=O)CC(C)(C)OC3
 : x	x	26%[10 µM]	x	-5%[9.22 µM]	x	1%
CC1CC(C)CN(C(=O)COC(=O)CNS(=O)(=O)/C=C/c2ccccc2)C1 (configuration not stated)
 : 8%[38.3 µM]	1%	-13%[10 µM]	14%	-10%	9%	1%
COc1cccc2c1C(=O)c1c(O)c3c(c(O)c1C2=O)C[C@@](O)(C(C)=O)C[C@@H]3O[C@H]1C[C@H](N)[C@H](O)[C@H](C)O1
 : 33%&18%&41%&53%[activator]	-21%	-142%&-91%&-74%[inhibitor]	-113%&-98%[inhibitor]	2.2µM*!	u	u
COC(=O)c1c(C)[nH]c(C(=O)CSc2nnnn2-c2ccccc2)c1C
 : 14%[38.3 µM]	-3%	8%	-13%	10%	0%	5%
O=C(O)c1ccc(COc2ccc3ccccc3c2)o1
 : x	x	-11%[10 µM]	x	-2%[9.22 µM]	x	-5%
O=C(CN(C1CCCCC1)S(=O)(=O)c1ccc(F)cc1)NC1CC1
 : -5%[38.3 µM]	0%	1%[10 µM]	-1%	7%	0%	-5%
CC(C)CCNC(=O)C1CCN(C(=O)N(C)C)CC1
 : 18%[38.3 µM]	1%	-2%[0.074 µM]	13%	-12%	1%	4%
Cc1ccc(F)cc1NCC(=O)Nc1ccc(Cl)cc1F
 : x	x	8%[10 µM]	x	4%	0%	0%
CC(C)CCn1c(N)c(S(=O)(=O)c2cccs2)c2nc3ccccc3nc21
 : 37%[38.3 µM]	-1%	-12%[0.074 µM]	25%	11µM*	-23%	u
COc1ccccc1Oc1c(C)oc2c(CN3CCN(C)CC3)c(O)ccc2c1=O
 : -18%[38.3 µM]	-5%	-17%	-20%	11%	3%	-2%
Cc1cc(N/N=C/c2ccc(F)cc2)nc(NCc2ccccc2)n1
 : x	x	-9%[10 µM]	x	3%[9.22 µM]	x	2%
Cc1cc(/C=N/n2cnnc2)c(C)n1-c1cccc(Cl)c1
 : 24%[38.3 µM]	-6%	-1%	-24%	-11%	u	0%
O=c1c(-c2ccc(Cl)cc2)nc2cnc(N3CCNCC3)nc2n1-c1ccccc1
 : 8%	x	-40%[inhibitor]	x	x	u	x
O=C(CO)N/N=C/c1cccc(Cl)c1Cl
 : -4%	-1%	8%[10 µM]	4%	18%	-17%	6%
C=CCNc1ncnc2ccccc12
 : 0%[38.3 µM]	0%	9%	-39%[inhibitor]	-22%	6%	0%
COc1ccc(/C=C/C(=O)OCC(=O)NCCC2=CCCCC2)cc1
 : 2%	-3%	10%[10 µM]	-8%	-11%	-9%[46 µM]	-7%
CC(=O)Nc1ccc(NC(=O)CSc2nnc(C3CC3)n2C)cc1
 : x	x	6%	x	5%	0%	1%
COc1ccc(N(CC(=O)NCCSc2ccccn2)S(C)(=O)=O)cc1Cl
 : -9%[38.3 µM]	-6%	1%	-9%	-5%	-1%	5%
CC(=O)N1CCN(c2cc(N3CCCC3)c(F)cc2[N+](=O)[O-])CC1
 : 5%	-3%	12%[10 µM]	x	12%[9.22 µM]	x	-6%

Arranged by number of heavy atoms (rising): 3 of the compounds above
Value order: IMPase Li cell	Luc counter	HTT ATP protect	SMN2 splice enh	HTT aggregate	LMNA splice mod	CBFb RUNX1 block
Cc1cc(/C=N/n2cnnc2)c(C)n1-c1cccc(Cl)c1
 : 24%[38.3 µM]	-6%	-1%	-24%	-11%	u	0%
COC(=O)c1c(C)[nH]c(C(=O)CSc2nnnn2-c2ccccc2)c1C
 : 14%[38.3 µM]	-3%	8%	-13%	10%	0%	5%
COc1ccccc1Oc1c(C)oc2c(CN3CCN(C)CC3)c(O)ccc2c1=O
 : -18%[38.3 µM]	-5%	-17%	-20%	11%	3%	-2%
